TAAR1 ag: human TAAR1 agonism; Q96RJ0; CHO RD-HGA16 TAAR1, Fluo-8 calcium fluorescence; vehicle wells 0%, saturating PEA agonist 100%; activation, % at 3 µM; 0.99% of 360,000 active; AID 624467;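 active means activation above the mean activation of all test compounds in the run plus 3 SD, cut at about 38% in these data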
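Assay system: CHO-derived RD-HGA16 cells with stable Gα16 and human TAAR1; timing: 17-24 h seeding, 75 min 37 °C dye, 30 min RT; read-out: % activation from peak over basal fluorescence ratio, DMSO-to-PEA scaled; measured by: kinetic Fluo-8 calcium fluorescence; benchmarks: low control DMSO, high control PEA (EC100); doses: 3 µM single concentration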
CHO parental Ca: counter-screen for OX1R antagonists: effect in parental CHO cells; parental CHO-K1, ATP-induced calcium, Fluo-8 fluorescence; inhibition, % at 5.6 µM; 0.63% of 330,000 active;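 active means inhibition above that plate's mean sample inhibition plus 3 SD, cut at about 26% in these data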;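 further: 0% = ATP-challenged DMSO wells and 100% = DMSO wells without ATP; some compounds past the cut are filed as inactive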
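test system = CHO parental line | reagent = ATP stimulus | measured by = intracellular calcium via Fluo-8 no-wash fluorescent dye | control set = ATP and no-ATP DMSO wells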
OXTR potentiate: potentiates the human oxytocin receptor response. CHO-OTR cells, Fluo-8 calcium fluorescence, potentiator mode; 0% = oxytocin EC15, 100% = EC100. activation, % at 3 µM. 0.061% of 320,000 active. AID 2445;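 active means activation above that plate's cutoff, the mean activation of tested compounds plus 3 SD, cut at about 6.6% in these data, passing the limit was not always enough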;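 further: 100% uses oxytocin at 75 nM as the full agonist control; some results filed as inactive read as strong as hits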
Target sequence (P30559 whole entry, looked up): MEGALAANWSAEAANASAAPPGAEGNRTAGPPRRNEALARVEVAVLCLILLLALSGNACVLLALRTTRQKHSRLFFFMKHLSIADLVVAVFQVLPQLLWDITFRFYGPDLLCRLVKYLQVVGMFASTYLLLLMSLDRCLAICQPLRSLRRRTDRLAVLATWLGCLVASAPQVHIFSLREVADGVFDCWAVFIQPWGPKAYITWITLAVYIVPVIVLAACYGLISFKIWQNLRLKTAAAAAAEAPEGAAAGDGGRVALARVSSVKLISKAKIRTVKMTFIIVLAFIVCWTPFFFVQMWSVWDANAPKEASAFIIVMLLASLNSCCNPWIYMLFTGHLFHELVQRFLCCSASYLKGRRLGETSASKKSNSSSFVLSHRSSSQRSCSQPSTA
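assay system = CHO-OTR cells, human receptor | schedule = compound 6 min at room temperature before oxytocin, 100 s read | detection = Fluo-8 intracellular calcium fluorescence, ex 470-495, em 515-575 nm | evaluation = normalized max/min fluorescence ratio, % activation | control set = EC15 oxytocin alone as 0%, 75 nM oxytocin (EC100) as 100%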
TAAR1 antagonist: antagonists of human TAAR1; 1.5% of 360,000 active; inhibition, % at 3 µM; AID 624466; Q96RJ0; CHO RD-HGA16 TAAR1, Fluo-8 calcium fluorescence, antagonist;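 active means inhibition above a per-plate cutoff, the mean inhibition of test compounds on that plate plus 3 SD, cut at about 49% in these data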;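 further: 0% = DMSO plus EC80 beta-PEA response and 100% = DMSO alone without agonist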
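Assay system: CHO-derived RD-HGA16 cells stably expressing human TAAR1 plus Gα16. Timing: 140 s kinetic read after compound, 140 s after agonist. Technique: kinetic Fluo-8 calcium fluorescence measurement. Measure: % inhibition of agonist calcium response.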
M1 ag: agonists of human M1 muscarinic receptor; P11229; CHO-K1 hM1, Fluo-8 calcium fluorescence, agonist mode; 0% DMSO, 100% acetylcholine EC100; activation, % at 3 µM; 0.33% of 360,000 active; AID 588814;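 active means activation above the run's mean compound activation plus 3 SD, cut at about 16% in these data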;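 further: peak over basal fluorescence ratio within a 140 s kinetic read after compound addition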
Target sequence (P11229 whole entry, looked up): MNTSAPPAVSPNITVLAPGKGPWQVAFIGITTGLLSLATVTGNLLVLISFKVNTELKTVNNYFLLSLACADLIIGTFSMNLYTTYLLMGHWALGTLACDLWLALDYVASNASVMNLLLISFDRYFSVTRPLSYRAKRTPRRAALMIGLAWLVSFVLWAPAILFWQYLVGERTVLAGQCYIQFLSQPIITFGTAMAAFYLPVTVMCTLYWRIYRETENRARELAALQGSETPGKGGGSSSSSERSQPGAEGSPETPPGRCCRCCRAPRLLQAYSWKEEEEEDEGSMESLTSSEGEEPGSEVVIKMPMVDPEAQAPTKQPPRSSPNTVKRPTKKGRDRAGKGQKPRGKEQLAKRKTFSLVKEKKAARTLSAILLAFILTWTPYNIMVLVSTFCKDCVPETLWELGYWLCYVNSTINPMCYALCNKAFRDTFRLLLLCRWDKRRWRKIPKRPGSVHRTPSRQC
CHO-K1 Ca antag: M1 antagonist counterscreen hit in parental CHO-K1 cells. ATP-induced calcium, Fluo-8 fluorescence. inhibition, % at 3 µM. 0.6% of 360,000 active. AID 602250;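 active means inhibition above a per-plate cutoff, the plate's mean sample inhibition plus 3 SD, cut at about 24% in these data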;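 further: 0% = DMSO plus EC80 ATP and 100% = DMSO alone without ATP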
M1 PAM parental: nonselective activator or artifact in parental CHO-K1 calcium assay | 0.02% of 360,000 active | ATP EC20, Fluo-8 calcium fluorescence; 0% at ATP EC20, 100% at ATP max | activation, % at 3 µM;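 active means activation above the run cutoff, the mean activation of all test compounds plus 3 SD, cut at about 40% in these data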;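 further: peak over basal fluorescence ratio in a 140 s read after ATP addition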
M1 ag parental: counter-screen for M1 agonists: effect in parental CHO-K1 cells; Fluo-8 calcium fluorescence; scaled to maximal ATP response, vehicle zero; activation, % at 3 µM; 0.48% of 360,000 active; in the data active means activation above about 15%;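 further: untransfected CHO-K1 host cells lacking M1 receptor as counterscreen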
V1aR counter: counter-screen for oxytocin receptor agonists: human V1a receptor agonists. P37288. CHO-V1R cells, Fluo-8 calcium fluorescence, agonist mode; 0% DMSO, 100% 3 nM vasopressin. activation, % at 3 µM. 0.25% of 320,000 active. AID 2797;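 active means activation above the mean activation of all tested compounds plus 3 SD, per screening run, cut at about 20% in these data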;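 further: signal is peak over basal fluorescence ratio across a 100 second FLIPR read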
* hit, by the source's call; nt = no result given. Hits appear at their usual frequency (roughly 3.3% active in at least one column).

SMILES	TAAR1 ag	CHO parental Ca	OXTR potentiate	TAAR1 antagonist	M1 ag	CHO-K1 Ca antag	M1 PAM parental	M1 ag parental	V1aR counter
O=C(COc1cccnc1[N+](=O)[O-])N1CCN(S(=O)(=O)c2ccc3ccccc3c2)CC1	-2.2	-14.9	-12.4	-0.6	-7.2	-3.4	15.5	-0.5	6.7
C=CCNC(=S)Nc1ccc(N2CCOCC2)c(S(=O)(=O)Nc2ccccc2Cl)c1	6.3	16.8	-22.1	21.1	-2.8	0.8	3.0	10.2	1.0
O=C(CCCCCCCCC(=O)N1CCCCC1)N1CCCCC1	-0.9	nt	nt	4.0	0.2	-2.7	1.1	3.1	nt
CCOc1cccc(=O)c2c(C)n(Cc3ccco3)c(C)c12	9.6	-15.1	2.2	6.2	-6.5	-0.2	12.5	0.5	-0.4
O=C(CN1CCN(C(=O)C2CCC2)CC1)Nc1ccc(F)cc1	2.5	0.9	-2.8	-9.1	-3.8	-6.5	7.5	0.8	-0.7
CCc1ccc(NC(=O)CCC(=O)N2CCSc3ccccc32)cc1	6.0	1.6	-5.9	58.7*	-4.4	-1.8	17.2	4.7	1.6
O=C(NCCN1CCOCC1)/C(=C\c1ccc(Br)cc1)NC(=O)c1cccs1	0.0	-12.1	-5.5	13.0	-5.5	-3.6	26.3	1.9	0.6
COc1ccc(CSCC(=O)N/N=C/c2ccc(OCC(=O)NCc3ccco3)cc2)cc1	6.0	9.1	-17.9	31.4	-1.4	4.9	-1.5	1.9	1.8
COc1ccc(-c2nn(-c3ccccc3C)cc2CNCCc2cnc[nH]2)cc1F	6.5	-8.2	-2.9	8.5	-13.4	-4.8	-10.5	0.2	0.1
CCCN1CCC(=O)N([C@H](CSc2ccc(Br)cc2)c2ccccc2)CC1	5.9	-27.4	0.6	13.9	-13.7	-11.6	9.6	0.9	-0.9
CC1CC(C)CN(S(=O)(=O)c2ccc(C(=O)Nc3nnc(-c4cccs4)o3)cc2)C1 (configuration not stated)	30.8	-3.8	-5.0	13.4	-4.9	-15.2	14.8	-0.5	2.3
Cc1ccc(N2CCN(C(=O)C3CCCN(c4ncnc5c4nc4n5CCCCC4)C3)CC2)c(C)c1 (configuration not stated)	7.1	-31.9	-12.0	-8.0	1.3	-7.3	-19.4	-0.1	1.6
CC(NS(=O)(=O)c1ccc(Br)cc1)C(N)=O (configuration not stated)	0.9	0.7	-6.9	0.8	-4.3	-5.3	7.4	0.1	0.5
CCCN(CCC)C(C(=O)Nc1cccc(OC)c1)c1ccccc1 (configuration not stated)	1.5	11.0	-2.4	-16.6	-7.0	-1.1	21.8	2.0	-1.9
CCN(C(=O)CSc1nc2cc(S(=O)(=O)N(CC)CC)ccc2o1)C1CCS(=O)(=O)C1 (configuration not stated)	8.0	-11.4	-8.2	-20.4	-2.9	2.0	-0.3	1.0	0.2
CCCOC(=O)c1c(-c2ccccc2)nc(CC)c(C(=O)SCC)c1CCC	4.1	-13.3	-7.4	-43.5	0.4	-14.2	27.7	0.5	-0.6
O=C(NCCCN1CCCC1)Nc1ccc(F)cc1	1.6	-5.8	-9.1	-12.2	-5.0	-4.5	-6.2	6.4	0.9
COc1ccc(F)cc1CN1CCN(CC(=O)N2CCc3ccccc32)CC1	3.8	-27.2	-9.5	4.4	-12.1	-11.4	0.1	0.5	-0.3
CC(=O)N(Cc1ccccc1C)c1cccc(C)c1C	5.6	-21.4	-8.9	16.3	-3.9	15.4	-12.9	-0.7	-0.9
CC(C)N(CCO)C(=O)CCc1nnc(Cc2cccc(C(F)(F)F)c2)o1	1.0	-17.2	-5.1	-21.2	-2.3	-7.8	-3.6	0.3	0.6
Cc1ccccc1NC(=O)COC(=O)C1=COCCO1	0.8	2.5	0.3	-3.1	-3.0	-11.7	2.4	0.3	-0.1
Cc1cccc(OCc2nnc(SCC(=O)N3CCc4ccccc43)n2C)c1	12.8	-18.3	-6.0	7.8	-6.1	-13.2	8.0	0.8	0.1
O=C(CS(=O)Cc1ccccc1Cl)Nc1ccccc1Cl (configuration not stated)	4.2	-9.5	-12.1	-15.4	-6.1	-4.7	15.2	0.7	0.1
O=C(/C=C/c1ccc2c(c1)OCO2)Nc1ccc(Cl)cn1	-0.1	-7.3	0.0	5.7	-9.7	-6.1	10.6	1.5	-0.7
COc1cc(NC(=O)NCc2ccco2)ccc1-c1ccc(NC(=O)NCc2ccco2)cc1OC	-0.7	nt	nt	10.8	-3.1	3.3	3.7	0.4	nt

A section from further up, for reference:
SMILES	TAAR1 ag	CHO parental Ca	OXTR potentiate	TAAR1 antagonist	M1 ag	CHO-K1 Ca antag	M1 PAM parental	M1 ag parental	V1aR counter
O=C(/C=C/c1ccc2c(c1)OCO2)Nc1ccc(Cl)cn1	-0.1	-7.3	0.0	5.7	-9.7	-6.1	10.6	1.5	-0.7
COc1cc(NC(=O)NCc2ccco2)ccc1-c1ccc(NC(=O)NCc2ccco2)cc1OC	-0.7	nt	nt	10.8	-3.1	3.3	3.7	0.4	nt

One compound at a time, as listed above.
O=C(COc1cccnc1[N+](=O)[O-])N1CCN(S(=O)(=O)c2ccc3ccccc3c2)CC1 is listed with TAAR1 ag = -2.2; CHO parental Ca = -14.9; OXTR potentiate = -12.4; TAAR1 antagonist = -0.6; M1 ag = -7.2; CHO-K1 Ca antag = -3.4; M1 PAM parental = 15.5; M1 ag parental = -0.5; V1aR counter = 6.7
CCOc1cccc(=O)c2c(C)n(Cc3ccco3)c(C)c12 is listed with TAAR1 ag = 9.6; CHO parental Ca = -15.1; OXTR potentiate = 2.2; TAAR1 antagonist = 6.2; M1 ag = -6.5; CHO-K1 Ca antag = -0.2; M1 PAM parental = 12.5; M1 ag parental = 0.5; V1aR counter = -0.4

Back to the main list with the 5 entries that preceded the break.
SMILES	TAAR1 ag	CHO parental Ca	OXTR potentiate	TAAR1 antagonist	M1 ag	CHO-K1 Ca antag	M1 PAM parental	M1 ag parental	V1aR counter
Cc1ccccc1NC(=O)COC(=O)C1=COCCO1	0.8	2.5	0.3	-3.1	-3.0	-11.7	2.4	0.3	-0.1
Cc1cccc(OCc2nnc(SCC(=O)N3CCc4ccccc43)n2C)c1	12.8	-18.3	-6.0	7.8	-6.1	-13.2	8.0	0.8	0.1
O=C(CS(=O)Cc1ccccc1Cl)Nc1ccccc1Cl (configuration not stated)	4.2	-9.5	-12.1	-15.4	-6.1	-4.7	15.2	0.7	0.1
O=C(/C=C/c1ccc2c(c1)OCO2)Nc1ccc(Cl)cn1	-0.1	-7.3	0.0	5.7	-9.7	-6.1	10.6	1.5	-0.7
COc1cc(NC(=O)NCc2ccco2)ccc1-c1ccc(NC(=O)NCc2ccco2)cc1OC	-0.7	nt	nt	10.8	-3.1	3.3	3.7	0.4	nt
CCc1ccc(Cn2nnc(C(=O)NCc3ccccc3OC)c2N)cc1	15.4	4.2	-4.7	5.0	12.0	-3.9	28.7	4.6	11.4
CN(C)CCN1C(=O)C(=O)/C(=C(/O)c2ccc(S(=O)(=O)N3CCOCC3)cc2)C1c1ccc(Br)cc1 (configuration not stated)	0.4	3.4	-5.6	-29.5	-3.8	4.0	1.5	-0.2	2.3
Cc1[nH]n(-c2ccccc2)c(=O)c1C=NC1CCCCC1	-0.3	-3.0	-8.8	-10.0	-8.2	5.1	5.2	0.2	-0.6
CC1CCN(C(c2cc3cc4c(cc3[nH]c2=O)OCO4)c2nnnn2CC2CCCO2)CC1 (configuration not stated)	nt	-3.5	-1.8	nt	-4.3	-8.6	23.9	0.8	-0.6
O=C(CCC(=O)c1cccs1)NCc1cccc(Cl)c1	-1.1	-2.7	1.6	-0.6	-3.2	-5.0	7.1	0.1	-1.3
CCOC(=O)c1ccc(NC(=O)CN(C)S(=O)(=O)c2ccc(Br)s2)cc1	11.8	-11.0	-9.8	85.1*	-6.4	10.0	15.5	10.9	6.0
COc1cccc(C(=O)Nn2c(-c3cccs3)nc3ccccc3c2=O)c1OC	7.8	-11.5	-10.4	35.6	-5.0	-4.7	17.8	3.4	-0.8
CCCC[C@@H]1C=C(C(=O)O)[C@H](c2ccc(Cl)c(Cl)c2)N1S(=O)(=O)c1ccc(C)cc1	0.0	-9.3	-8.8	28.8	-6.0	-4.5	6.8	0.4	2.1
Cc1[nH][nH]c(=O)c1C(c1c(C)[nH][nH]c1=O)c1cn(C)c2ccccc12	-0.5	nt	nt	-9.6	-9.8	5.2	7.7	-0.2	nt
CCOC(=O)N1CCN(C(=O)COc2ccc(S(=O)(=O)Nc3ccc(OCC)cc3)cc2)CC1	13.8	-9.6	-9.0	5.8	3.0	8.6	-6.6	2.7	3.7
COc1ccccc1C(=O)OCc1c(-c2ccccc2)ncc2ccccc12	4.3	-39.2	-9.6	21.2	-0.4	13.7	-15.3	-0.3	2.8
CC(C)(C)c1ccc(/C=C2\Oc3cc(OC(=O)N4CCOCC4)ccc3C2=O)cc1	-1.1	2.4	-4.1	2.2	-9.2	-4.9	1.8	0.1	-0.6
COC(=O)c1ccccc1NC(=O)NCc1cccnc1	1.9	2.2	0.6	-1.3	-6.3	-7.7	15.6	0.8	0.2
CCCC(=O)N1CCC1(C)C(=O)Nc1ccccc1C(C)(C)C (configuration not stated)	2.7	nt	nt	-4.6	-1.8	4.1	-2.3	0.7	nt
CCCC12CN3CC(C)(CN(C1)C3c1cccs1)C2=O (configuration not stated)	-0.4	-11.1	-5.6	-26.9	-2.6	-7.7	0.2	0.2	-0.1
C/C(=N\NC(=O)C(=O)Nc1cccc(C(F)(F)F)c1)c1ccc(Cl)s1	5.2	10.6	-13.7	10.7	2.3	10.5	-8.3	1.2	7.8
O=C(Cc1ccc2c(c1)OCCO2)Nc1ccc(Cl)c(S(=O)(=O)N2CCOCC2)c1	4.9	4.8	-9.3	17.9	-1.3	12.6	-22.1	3.2	5.0
O=C(OCC(=O)N1CCc2ccccc21)[C@@H]1CC(O)CN1S(=O)(=O)c1ccc(Cl)cc1 (some centres not stated)	0.1	-33.0	-6.3	-1.0	-4.1	-23.4	4.4	0.4	-0.5
Cc1[nH]n(-c2ccccc2)c(=O)c1N=Nc1ccc(F)cc1	2.3	-15.5	0.7	-17.9	-2.0	-15.3	21.3	0.1	3.5
Cc1ccc(NC(=O)COC(=O)Cc2cccs2)cc1S(=O)(=O)N1CCOCC1	0.6	-8.4	-4.6	-0.4	0.4	-1.5	-8.7	0.6	1.9
